FAS TE block = FAS thioesterase (human) inhibition. recombinant FAS-TE, OMFH fluorogenic substrate, fluorescence endpoint. inhibition, % at 15 µM. actives 0.67% (n = 360,000). AID 602261;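 active = compounds whose normalised, plate-corrected inhibition of enzyme fluorescence in the single-dose primary screen is 50% or more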;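 note: 0% = DMSO with enzyme and 100% = substrate without enzyme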
eLon inh = inhibitors of E. coli Lon protease | P0A9M0 | inhibition, % at 7.94 µM | actives 0.42% (n = 360,000) | purified E. coli Lon protease, fluorescence polarization; in the data active = inhibition above about 13%, passing the limit was not always enough;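 note: 0% = enzyme with probe and DMSO and 100% = no enzyme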
PABP1 MLLE inh = blocks PAM2 peptide binding to the PABP1 MLLE domain | P11940 | GST-MLLE / FITC-PAM2 fluorescence polarization | inhibition, % at 20 µM | actives 0.36% (n = 360,000) | AID 588489; in the data active = inhibition above about 35%, passing the limit was not always enough;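 note: plate controls were DMSO wells with GST-MLLE for no effect and wells lacking GST-MLLE protein for full effect; some results filed as inactive read as strong as hits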
bovine MsrA act = bovine methionine sulfoxide reductase A activation; purified bovine MsrA, absorbance read-out; activation, % at 10.6 µM; actives 0.3% (n = 360,000); in the data active = activation above about 7.5%;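 note: 0% = vehicle and 100% = reference activator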
CSN inh = inhibitors of human CSN-mediated cullin deneddylation; inhibition, % at 12.5 µM; actives 0.38% (n = 360,000); Purified CSN, SCF-Nedd8-OG deneddylation, fluorescence polarization; Q92905;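 active = pattern-corrected inhibition above about 35%, with an unprinted fluorescence ratio check between 0.5 and 1.5, limit read from the data, passing the limit was not always enough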;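 note: 0% = enzyme with substrate and 100% = substrate without enzyme; some results filed as inactive read as strong as hits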
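Assay system: purified human Csn5 enzyme expressed in HEK293T cells; Input: 0.24 nM Csn5 enzyme, final concentration; Reagent: 10 nM SCFSkp2-Nedd8OG; Compound dosing: 12.5 µM single point; Times: reaction 90 min, room temperature; Technique: fluorescence polarization readout.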
Rin1 Abl inh = blocks binding of human Rin1 to Abl; TR-FRET Rin1/Abl binding, biochemical; inhibition, % at 7.35 µM; actives 0.4% (n = 360,000); AID 588664; in the data active = inhibition above about 5%, passing the limit was not always enough
Target sequence (P00519 whole entry, looked up): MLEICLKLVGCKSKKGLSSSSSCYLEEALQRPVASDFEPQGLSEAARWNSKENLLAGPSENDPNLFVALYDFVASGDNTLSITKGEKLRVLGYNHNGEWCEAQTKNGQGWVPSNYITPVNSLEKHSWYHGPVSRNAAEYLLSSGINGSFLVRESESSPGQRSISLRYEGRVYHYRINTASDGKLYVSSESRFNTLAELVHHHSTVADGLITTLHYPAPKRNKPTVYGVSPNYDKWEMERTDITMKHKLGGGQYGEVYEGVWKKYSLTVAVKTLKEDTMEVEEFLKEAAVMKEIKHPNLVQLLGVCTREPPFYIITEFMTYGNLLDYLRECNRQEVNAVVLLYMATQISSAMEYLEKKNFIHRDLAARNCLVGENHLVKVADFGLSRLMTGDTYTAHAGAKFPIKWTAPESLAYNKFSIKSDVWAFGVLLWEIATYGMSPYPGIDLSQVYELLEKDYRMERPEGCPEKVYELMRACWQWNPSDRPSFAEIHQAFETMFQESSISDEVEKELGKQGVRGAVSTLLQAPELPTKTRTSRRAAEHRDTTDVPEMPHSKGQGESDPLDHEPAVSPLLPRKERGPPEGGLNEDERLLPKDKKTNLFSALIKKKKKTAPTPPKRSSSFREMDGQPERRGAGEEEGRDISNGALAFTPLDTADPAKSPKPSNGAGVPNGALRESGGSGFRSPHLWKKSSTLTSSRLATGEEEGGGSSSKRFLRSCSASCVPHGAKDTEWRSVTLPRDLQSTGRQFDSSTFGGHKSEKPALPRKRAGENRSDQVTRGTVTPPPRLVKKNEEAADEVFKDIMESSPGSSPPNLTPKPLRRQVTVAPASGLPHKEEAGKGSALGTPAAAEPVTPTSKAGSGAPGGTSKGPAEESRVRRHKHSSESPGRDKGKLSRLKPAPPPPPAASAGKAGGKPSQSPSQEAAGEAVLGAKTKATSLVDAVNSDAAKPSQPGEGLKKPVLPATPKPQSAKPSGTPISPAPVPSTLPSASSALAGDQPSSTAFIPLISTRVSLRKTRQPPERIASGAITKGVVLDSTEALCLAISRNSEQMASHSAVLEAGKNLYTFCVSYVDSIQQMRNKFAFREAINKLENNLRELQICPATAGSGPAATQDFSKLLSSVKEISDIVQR
Target sequence (Q13671 whole entry, looked up): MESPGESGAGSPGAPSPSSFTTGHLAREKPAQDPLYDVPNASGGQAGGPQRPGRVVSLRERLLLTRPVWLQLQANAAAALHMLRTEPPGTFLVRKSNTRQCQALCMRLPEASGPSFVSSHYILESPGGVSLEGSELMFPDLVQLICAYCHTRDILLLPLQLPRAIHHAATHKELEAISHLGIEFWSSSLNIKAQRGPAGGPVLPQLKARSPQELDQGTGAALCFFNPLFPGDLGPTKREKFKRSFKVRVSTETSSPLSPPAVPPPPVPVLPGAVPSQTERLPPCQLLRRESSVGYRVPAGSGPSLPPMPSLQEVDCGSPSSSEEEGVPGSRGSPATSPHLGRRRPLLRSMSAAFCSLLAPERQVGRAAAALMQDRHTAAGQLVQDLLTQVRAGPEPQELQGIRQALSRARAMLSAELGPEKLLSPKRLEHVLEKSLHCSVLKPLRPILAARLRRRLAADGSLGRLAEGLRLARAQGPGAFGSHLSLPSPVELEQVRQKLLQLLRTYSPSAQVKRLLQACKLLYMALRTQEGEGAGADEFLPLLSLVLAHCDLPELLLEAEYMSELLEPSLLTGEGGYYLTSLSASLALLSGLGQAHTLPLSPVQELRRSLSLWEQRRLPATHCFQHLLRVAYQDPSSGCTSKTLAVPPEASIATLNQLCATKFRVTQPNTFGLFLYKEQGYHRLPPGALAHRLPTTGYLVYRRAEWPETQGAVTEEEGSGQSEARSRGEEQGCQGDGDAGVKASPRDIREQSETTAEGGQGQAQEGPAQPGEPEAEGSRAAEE
Rpn11 inh = inhibitors of human proteasome Rpn11 | O00487 | human 26S proteasome, Ub4-pepOG fluorescence polarization; 20S core pre-blocked with epoxomicin | calls only at 20 µM | actives 0.59% (n = 360,000) | AID 588493;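 active = inhibition at 20 µM, scaled to each plate's controls, above about 33%, limit read from the data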
MT1-MMP act inh = MT1-MMP (human) activation inhibition; GFP/RFP ratio change, % at 20 µM; HT1080 RFP-PRO-GFP cells, GFP/RFP ratio fluorescence, overnight; percent of plate control window, DMSO zero; AID 651647; P50281; actives 0.061% (n = 360,000);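 active = GFP/RFP ratio change of at least 30% with cell ATP level not reduced by more than half and red fluorescence within 50% of control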; note: strong numbers were not always called active
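Read-out: GFP/RFP fluorescence ratio; Test system: RFP-PRO-GFP reporter HT1080 cells; Compound dosing: single-point 20 µM compound, 1% DMSO; Times: overnight compound exposure at 37 °C.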
MsrA inhibitor = inhibits bovine methionine sulfoxide reductase A; purified bovine MsrA, absorbance read-out; actives 0.75% (n = 360,000); AID 651718; inhibition, % at 15.5 µM; in the data active = inhibition above about 4.5%;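 note: 0% = vehicle wells with enzyme and 100% = reference inhibitor wells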
* hit, by the source's call; i = inactive; / = not tested or not shown; + = active, no number.

SMILES	FAS TE block	eLon inh	PABP1 MLLE inh	bovine MsrA act	CSN inh	Rin1 Abl inh	Rpn11 inh	MT1-MMP act inh	MsrA inhibitor
CCOC(=O)c1sc2nc(CN3CCN(c4cccc(C(F)(F)F)c4)CC3)[nH]c(=O)c2c1C	7	-3	-36	-11	15	-1	+	-21	1.4
Cc1ccc(S(=O)(=O)CCC(=O)OC(C)C(=O)N2CCc3ccccc32)cc1 (configuration not stated)	6	-2	12	-2	40*	4	i	-5	-0.2
CCS(=O)(=O)N1Cc2ccccc2CC1C(=O)Nc1nc2ccccc2[nH]1 (configuration not stated)	-1	-7	-12	6	2	1	i	0	-1.3
CCN1CCN(c2ncc3c(n2)CC(c2ccc(OC)c(OC)c2)CC3=O)CC1 (configuration not stated)	-4	-6	0	2	-3	0	i	-11	0.4
COCc1cc(C)nc2sc3c(=O)n(Cc4ccco4)nnc3c12	18	-4	1	-9	0	-2	i	1	-0.3
Cc1c(NC(=O)COC(=O)C23CC4CC(CC(O)(C4)C2)C3)c(=O)n(-c2ccccc2)n1C	-8	-5	-10	-2	4	1	i	-1	-0.5
COc1cc(-c2nnc3n(CCc4ccccc4)c(=O)c4ccccc4n23)cc(OC)c1OC	-6	-6	-17	-2	-2	-3	i	-3	-0.5
O=C1C2CCCCN2C(=O)N1CCCCN1CCN(c2ccc([N+](=O)[O-])cc2)CC1 (configuration not stated)	-2	-4	2	-2	-2	0	i	5	1.8
CCOC(=O)NC(Nc1nc2ccccc2s1)(C(=O)OCC)C(F)(F)F (configuration not stated)	-2	10	3	2	0	1	i	-5	-2.5
COc1ccc(-c2csc3ncnc(Nc4ccc(O)cc4)c23)cc1	-4	1	-6	-3	-1	-3	i	-5	0.2
O=C1NC[C@@H](CCCCN2C[C@H](Cc3ccccc3)N(CC3CCCCC3)C(=O)C2=O)N(CCc2ccccc2)C1=O	2	-4	/	-4	7	/	/	6	2.2
O=C(NCc1ccco1)C(=S)N1CCCC1	-4	-5	-62	-1	-1	2	i	-3	0.4
COc1cccc(/C=C/C(=O)OCC(=O)NCc2ccc(Cl)cc2)c1	9	-2	0	-4	3	2	i	4	2.7
CCOC(=O)C1(C)Oc2ccc(S(=O)(=O)CC)cc2NC1=O (configuration not stated)	-4	-9	2	-1	4	4	i	0	0.1
S=C(NCc1ccco1)Nc1ccc2c(c1)OCCO2	-7	-4	-17	3	7	-1	i	-1	0.4
COc1ccc(NCC(=O)Nc2cccc(S(=O)(=O)N3CCCC3)c2)cc1Cl	19	19	10	-2	-4	5	i	7	0.3
CC(C)(C)c1cc(NC(=O)COC(=O)c2nccnc2N)n(-c2ccccc2)n1	-4	-2	-1	-5	-2	2	i	0	0.3
COC(=O)c1c(NC(NC(=O)C(C)C)C(Cl)(Cl)Cl)sc2c1CCCC2 (configuration not stated)	-14	0	-21	-2	-5	-1	i	3	1.4
Cc1cc(NS(=O)(=O)c2ccc(NC(=S)NC(=O)c3ccncc3)cc2)no1	-3	-3	22	-1	-2	-1	i	-1	2.7
CCCCCCOc1ccc(C(=O)O)cc1C#N	-8	-3	-8	-10	-6	0	i	-5	0.0

Overlap with the part before: three entries; new compounds follow.
SMILES	FAS TE block	eLon inh	PABP1 MLLE inh	bovine MsrA act	CSN inh	Rin1 Abl inh	Rpn11 inh	MT1-MMP act inh	MsrA inhibitor
COC(=O)c1c(NC(NC(=O)C(C)C)C(Cl)(Cl)Cl)sc2c1CCCC2 (configuration not stated)	-14	0	-21	-2	-5	-1	i	3	1.4
Cc1cc(NS(=O)(=O)c2ccc(NC(=S)NC(=O)c3ccncc3)cc2)no1	-3	-3	22	-1	-2	-1	i	-1	2.7
CCCCCCOc1ccc(C(=O)O)cc1C#N	-8	-3	-8	-10	-6	0	i	-5	0.0
COc1ccc(C(=O)Oc2ccc3oc(=O)sc3c2)cc1	6	-5	14	5	16	2	i	1	0.5
COc1ccc(C2C(C(C)=O)=C(O)C(=O)N2CCc2ccccc2)c(OC)c1 (configuration not stated)	-6	-1	0	-14	3	-1	i	1	2.8
O=C(Cn1nnc(-c2ccccc2)n1)Nc1ccc2c(c1)OCO2	-8	12	2	-10	-1	-1	i	1	0.4
COc1ccc(CNC(=O)Cn2cc(C(F)(F)F)ccc2=O)cc1	-5	-3	3	-3	-9	1	i	-1	-0.7
CCN(C(=O)Cc1c(C(=O)O)[nH]c2ccccc12)c1cc(OC)ccc1OC	-5	6	3	-3	1	-3	i	-2	-0.2
CC(C)(C)NC(=O)C[C@H]1C[C@H](C(=O)N2CCOCC2)[C@@]2(CCC3CCCC3)c3[nH]c4cc(-c5ccco5)ccc4c3CCN2C1=O	58*	-18	-34	-9	8	3	i	/	/
COc1ccc(OC)c(NC(=O)CNC(=O)Cn2cnc3ccccc3c2=O)c1	-5	2	-4	-1	1	3	i	3	0.7
COc1ccccc1N/C(=N/S(=O)(=O)c1ccc(Cl)cc1)c1ccccc1	9	-1	-2	-5	-8	-2	i	-3	0.1
COc1ccccc1CCNC(=O)C(=O)NCC1OCCN1S(=O)(=O)c1cc(F)ccc1F (configuration not stated)	0	-13	-10	-2	-2	-1	i	3	-0.1
Cc1ccccc1OCC(=O)O/N=C(\N)Cc1cccs1	2	0	8	-2	4	1	i	3	-0.4
Cc1nnc(SCC(=O)Nc2ccccc2F)n1Cc1ccco1	-5	0	4	-2	2	1	i	-3	1.1
CCc1ccc(/C=C2\CN(CC)Cc3c2nc2ccccc2c3C(=O)O)cc1	-10	-1	18	-5	-2	-3	i	-17	2.1
COc1ccc(OCC(=O)N(Cc2ccc(C)o2)C2CCS(=O)(=O)C2)cc1 (configuration not stated)	0	1	-2	-7	1	0	i	3	-0.1
O=C(NCc1cccs1)C1CC(O)CN1C(=O)Nc1ccccc1 (configuration not stated)	-5	-1	9	-9	1	0	i	-1	-0.5
COc1cc(NC(=O)c2cccc(Cl)c2)ccc1NC(=O)c1cccs1	28	2	2	-3	-7	3	i	4	0.9
Cc1cc(NS(C)(=O)=O)c(=O)n(Cc2c(F)cccc2Cl)c1	-8	-4	6	0	-2	1	i	-3	0.8
Cc1nc(NC(=O)COC(=O)C2CC3CCCC(C2)C3=O)c(Cl)cc1Cl (configuration not stated)	-3	-7	-4	-3	3	0	i	3	-0.3
CCn1cc(C2=NOC(C(=O)Nc3cc(OC)c(Cl)cc3OC)C2)c(C)n1 (configuration not stated)	6	1	-10	-1	-3	-1	i	0	-1.5
O=C(Nc1ccccc1-c1nc2ccccc2s1)c1ccc(Br)o1	15	-3	15	-2	2	0	i	-2	-0.9
O=C(/C=C/c1ccccc1[N+](=O)[O-])Nc1cc(S(=O)(=O)N2CCOCC2)ccc1N1CCOCC1	15	-6	15	-2	3	1	i	-1	0.6
COCCN(C(=O)COC(=O)C(c1ccccc1)c1ccccc1)c1c(N)n(Cc2ccccc2)c(=O)[nH]c1=O	1	5	-6	-1	-4	1	i	17	-0.2
CC(C)(C)c1ccc(-c2nnc(SC3CCOC3=O)n2Cc2ccccc2)cc1 (configuration not stated)	16	1	-121	-5	-1	0	i	2	-0.3
COC(=O)CCCC1=CC2=CC(=O)C(C)(OC(=O)c3cccs3)C(=O)C2=CN1C1CCCC1 (configuration not stated)	-12	3	4	0	-3	-2	i	5	0.5
NC(=O)c1ccccc1OCc1nc2ccccc2s1	-1	-3	5	-3	1	-3	i	1	0.7
CC(=O)Oc1ccc(C(=O)[C@H]2[C@H]3C(=O)N(c4ccccc4)C(=O)[C@H]3[C@@H]3C=CC=NN32)cc1	-9	-3	6	-1	10	1	i	-12	1.4
O=c1[nH]c2cc3c(cc2cc1CN(CCCO)Cc1nnnn1Cc1ccc(F)cc1)OCO3	-10	13	46*	-9	-1	0	i	-4	2.3
CC(=O)c1ccc(NC(=O)Nc2cccnc2)cc1	-2	-10	-3	-2	1	3	i	-3	1.0
O=S(=O)(Nc1cccc(-c2ccc3nncn3n2)c1)c1cccc(F)c1	20	-5	-7	-2	3	1	i	3	-0.6
CCc1ccccc1NC(=O)CN1C(=O)C2CCCN2c2ncc(Cl)cc21 (configuration not stated)	-8	-4	-22	0	7	-1	+	-5	0.2
O=C(NNC1=Nc2ccccc2SC1)c1ccc(Cl)cc1	8	17	-21	-11	-4	2	i	/	0.4

Entries of single compounds, quoted from the list. Order of screens: FAS TE block | eLon inh | PABP1 MLLE inh | bovine MsrA act | CSN inh | Rin1 Abl inh | Rpn11 inh | MT1-MMP act inh | MsrA inhibitor
`COc1ccc(OCC(=O)N(Cc2ccc(C)o2)C2CCS(=O)(=O)C2)cc1` (configuration not stated) is listed with 0 | 1 | -2 | -7 | 1 | 0 | i | 3 | -0.1
`O=C(NCc1cccs1)C1CC(O)CN1C(=O)Nc1ccccc1` (configuration not stated) is listed with -5 | -1 | 9 | -9 | 1 | 0 | i | -1 | -0.5

(list continues)
SMILES	FAS TE block	eLon inh	PABP1 MLLE inh	bovine MsrA act	CSN inh	Rin1 Abl inh	Rpn11 inh	MT1-MMP act inh	MsrA inhibitor
COC(=O)/C=C1\N/C(=N\c2nc(C)cc(C)n2)N(c2ccc(Cl)cc2)C1=O	-1	-5	4	-4	0	1	i	-2	1.1
CCc1nc2c(OCc3cc(Cl)cc(Cl)c3)cccn2c1N(C)C(=O)c1cccc(OC)c1	21	-2	1	1	1	1	i	5	0.0
CCOC(=O)N1CCN(CC(=O)c2ccc3c(c2)CCN3)CC1	-8	7	6	-2	-1	-1	i	2	/
COc1ccc(-c2nnc(SCC(=O)Nc3ncc(C)s3)n2-c2ccccc2)cc1OC	1	-6	2	-2	4	3	i	4	-0.3
Cc1ccc(NC(=O)c2ncn(CC(=O)NCC(C)c3ccccc3)n2)cc1C (configuration not stated)	-3	-5	-8	-2	1	1	i	-1	-0.1
CN(C)/C=C/C(=O)c1ncc(C(F)(F)F)cc1Cl	-4	-2	4	-7	-4	0	i	-6	2.0
Cc1ccc(CNC(=O)C2CCCN2S(=O)(=O)c2ccc(F)cc2)cc1 (configuration not stated)	1	4	8	-4	1	-3	i	-1	0.7
O=C1C=C(c2cccc(Cl)c2O)C[C@@H](c2ccc3c(c2)OCO3)C1	29	-15	-9	3	-2	1	i	-16	0.1
Cc1ccc(S(=O)(=O)N(C)C)cc1NC(=O)CSc1ncc(C(F)(F)F)cc1Cl	18	-4	-25	-1	0	0	i	7	-0.1
Nc1c(N2CCOCC2)cc(Cl)c2nonc12	2	-3	-6	-1	-4	-11	i	-5	-0.7
Cc1ccc(C(=O)C2=C(O)C(=O)N(CCCN(C)C)C23C(=O)N(C)c2ccccc23)o1 (configuration not stated)	-4	-5	9	-2	-1	0	i	-3	5.6*
CCCCc1ncc(CN2CCC(CC3CCCCO3)(C(=O)OCC)CC2)[nH]1 (configuration not stated)	-3	-3	1	-3	6	1	i	-3	-0.2
Cc1ccc(OCC(=O)N(C)C2CCCCC2)c([N+](=O)[O-])n1	-4	4	0	-1	1	2	i	2	0.8
CCc1noc(C)c1C(=O)Nc1ccc(-c2nnc3n2CCCCC3)cc1	-2	-7	-2	-13	-2	3	i	1	0.2
NNC(=S)NC1CCCCC1	-4	-1	-81	-5	-2	2	i	1	-0.4
O=C(COC(=O)c1ccc(F)cc1Cl)NC(=O)NC1CCCC1	0	4	-2	-1	-3	0	i	4	2.4
CCOC(=O)CN(C)C(=O)CCc1nnc(-c2ccsc2)o1	-3	0	0	-1	5	6	i	-1	-0.4
c1nc(N2CCOCC2)c2c3c(sc2n1)CCCC3	-9	-3	0	1	-2	-4	i	-7	0.1
Cc1nc(NC(=O)C(C)(C)C)sc1-c1nc(N)sc1-n1cc(-c2ccccc2)nn1	-10	4	/	3	6	/	/	4	0.3

The order is random; about 3.7% have a hit in one of these screens.
